Source: PubChem (Sanford-Burnham Center for Chemical Genomics)
APJ ag – agonists of human apelin receptor APJ, primary screen, CHO-K1 cells, PathHunter beta-arrestin, luminescence; P35414; 0% DMSO wells, 100% apelin; activation, % at 20 µM; 330,000 tested, 0.11% active; AID 2520, 2010;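 active = activation more than six SD over the plate average, tested at 20 µM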;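 also: 0% = DMSO alone and 100% = apelin-13 at 10 nM; some results filed as inactive read as strong as hits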
Target sequence (P35414 whole entry, looked up): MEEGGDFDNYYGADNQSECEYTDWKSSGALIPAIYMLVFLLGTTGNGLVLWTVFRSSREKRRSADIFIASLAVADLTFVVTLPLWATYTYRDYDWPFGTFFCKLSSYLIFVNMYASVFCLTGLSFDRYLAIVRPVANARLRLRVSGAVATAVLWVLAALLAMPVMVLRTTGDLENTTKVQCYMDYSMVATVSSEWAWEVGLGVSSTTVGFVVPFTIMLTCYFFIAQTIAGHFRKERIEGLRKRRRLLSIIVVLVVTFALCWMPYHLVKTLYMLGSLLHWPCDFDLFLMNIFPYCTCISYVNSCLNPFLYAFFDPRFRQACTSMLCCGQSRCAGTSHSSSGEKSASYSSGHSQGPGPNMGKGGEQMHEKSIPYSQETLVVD
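Test system: CHO-K1 APJ beta-arrestin complementation cell line | Compound: Single test compound dose, 20 µM final, 1% DMSO | Incubation: Compound 90 min 25 °C, reagent 1 h | Measured by: beta-gal luminescence | Read-out basis: APJ–arrestin association signal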
CXCR6 inh – CXCR6 receptor inhibitors, primary screen, cell-based, beta-arrestin, luminescence, CHO-K1 PathHunter, 1536-well; C-X-C chemokine receptor type 6 (Homo sapiens), O00574; inhibition, % at 20 µM; 360,000 tested, 0.36% active; AID 602244, 2012; in the data active = inhibition above about 34%, passing the limit was not always enough;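 also: antagonist mode with CXCL16 agonist at 10 nM final; 0% = 10 nM CXCL16 with DMSO and 100% = unstimulated wells without agonist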
Target sequence (O00574 whole entry, looked up): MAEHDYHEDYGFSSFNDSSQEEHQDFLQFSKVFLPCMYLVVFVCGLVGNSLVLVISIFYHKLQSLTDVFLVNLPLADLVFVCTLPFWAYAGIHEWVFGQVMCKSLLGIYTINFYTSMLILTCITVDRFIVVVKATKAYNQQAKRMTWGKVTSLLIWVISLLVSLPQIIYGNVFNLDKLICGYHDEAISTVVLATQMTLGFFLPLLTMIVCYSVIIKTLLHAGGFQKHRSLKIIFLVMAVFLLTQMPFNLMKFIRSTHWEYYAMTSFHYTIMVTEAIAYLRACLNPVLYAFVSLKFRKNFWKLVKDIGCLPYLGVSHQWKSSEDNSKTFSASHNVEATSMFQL
XBP1 UPR activ – activators of adaptive XBP1 UPR arm, primary screen, cell-based, CHO-XBP1 luciferase reporter, luminescence, uHTS | IRE1-XBP1 UPR activation; percent of tunicamycin response, DMSO as zero | activation, % at 20 µM | 330,000 tested, 0.33% active;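 active = versus positive control, 20 µM dose yields 30% or more activation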;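 also: 100% = tunicamycin at 10 µg/mL and 0% = DMSO only wells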
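Material: CHO-XBP1 cells stably carrying IRE1-XBP1-driven luciferase reporter | Medium: F12 with 10% serum | Compound dosing: 20 µM single concentration, DMSO 1% | Incubation: Overnight seeding at 37 °C, 6 h compound treatment at 37 °C | Detection: Steady-Glo luminescence read | Read-out basis: % activation of reporter signal versus tunicamycin and DMSO controls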
tim10-1 inh – growth inhibitors of tim10-1 mutant yeast, primary screen, luminescence, uHTS; S. cerevisiae tim10-1 ts strain growth, BacTiter-Glo, 24 h; inhibition, % at 20 µM; 330,000 tested, 2.2% active;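 active = inhibition of at least 40%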;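 also: mutant grown at 25 °C; 0% = DMSO wells with yeast and 100% = wells holding no yeast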
Mdm2-MdmX inh – inhibitors of human Mdm2-MdmX association, primary screen, cell-based, luminescence, split luciferase, SaOS-2, uHTS; SaOS-2 split-luciferase Mdm2/MdmX complementation; inhibition, % at 8 µM; 330,000 tested, 3% active; Protein Mdm4 (Homo sapiens) + E3 ubiquitin-protein ligase Mdm2 (Homo sapiens), …;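 active = inhibition of at least 50% at 8 µM in the primary screen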
APJ antagonist – antagonists of human apelin receptor APJ, primary screen, CHO-K1 cells, beta-arrestin complementation, luminescence; inhibition, % at 20 µM; 330,000 tested, 0.32% active; AID 2521, 2010;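 active = inhibition above about 40% at 20 µM, limit read from the data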;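 also: cells challenged with 10 nM apelin-13 agonist together with compound; plate controls were apelin-13 plus DMSO wells for no effect and DMSO wells lacking apelin-13 for full effect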
TIM10 inh – growth inhibitors of isogenic TIM10 control yeast, primary screen, counter-screen for tim10-1 yeast inhibitor project, luminescence, uHTS. AID 463195, 2010. inhibition, % at 10 µM. 330,000 tested, 1.4% active. S. cerevisiae TIM10 strain growth, BacTiter-Glo luminescence, 24 h;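 active = inhibition of 40% or more at the single tested concentration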;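 also: wild-type TIM10 isogenic control strain grown at permissive 25 °C; 0% = DMSO yeast wells and 100% = minimal medium wells without yeast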
UPR CHOP act – activators of apoptotic CHOP UPR arm, primary screen, cell-based, CHO-CHOP luciferase reporter, luminescence, uHTS; UPR activation; percent of tunicamycin response over DMSO baseline; activation, % at 10 µM; 330,000 tested, 0.34% active; AID 449763, 2010;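 active = at 10 µM dose, activation of 40% or more, normalized to positive control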;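 also: 100% = tunicamycin at 10 µg/mL and 0% = DMSO alone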
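System: CHO CHOP reporter cells. Amount: 500 cells per well. Buffer or medium: F12 medium, 10% FBS. Compound dosing: one dose, 10 µM in 0.5% DMSO. Incubation: 6 h compound exposure at 37 °C after overnight seeding. Technique: Steady-Glo luciferase luminescence. Benchmarks: tunicamycin and DMSO controls.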
tim23-1 inh – growth inhibitors of tim23-1 mutant yeast, primary screen, luminescence, uHTS; AID 463212, 2010; S. cerevisiae tim23-1 growth, BacTiter-Glo luminescence, 24 h; 330,000 tested, 1.3% active; inhibition, % at 20 µM;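 active = growth inhibition of the mutant yeast at or above 50%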;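 also: temperature-sensitive mutant grown at 25 °C; plate controls were DMSO-treated mutant yeast for no effect and medium wells lacking yeast for full effect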
* marks the source's active call; other numbers are inactive results; / = not tested or not shown. Only part of the results is shown; count on the stated rates, not on these rows.

SMILES	APJ ag	CXCR6 inh	XBP1 UPR activ	tim10-1 inh	Mdm2-MdmX inh	APJ antagonist	TIM10 inh	UPR CHOP act	tim23-1 inh
COCCNC(=O)C(c1ccc(F)cc1)N(C(=O)CCC(=O)Nc1ccccn1)C1CCCCC1 (stereo not drawn)	1	-2	1	3	-17	23	3	2.2	11
O=C(NC1CCN(Cc2ccccc2)CC1)c1cccc(S(=O)(=O)Nc2ccc(Br)cc2)c1	-3	-4	-4	-15	35	1	-18	0.8	-26
CC(CCc1ccccc1)NC(=O)CN1CCOc2ccccc21 (stereo not drawn)	-1	4	-2	20	5	-13	4	1.4	10
O=C(Nc1ccc(Oc2ccc(NC(=O)C3CCCO3)cc2)cc1)C1CCCO1 (stereo not drawn)	1	11	-2	-16	7	20	-1	-0.8	5
C1CCCN(CCCCN2CCCCCC2)CC1	-4	4	0	-19	18	-17	-57	0.1	16
O=C1CCCN1CC(O)CS(=O)(=O)Cc1ccc(Cl)c(Cl)c1 (stereo not drawn)	-4	1	3	-9	8	13	-3	0.8	0
COc1ccc(/C=N\NC(=O)c2ccc(=O)[nH]n2)cc1O	0	-5	-1	15	17	-6	-9	3.3	16
COc1ccc(C2C(C(N)=O)=C(C)Nc3nc(-c4cccc(Cl)c4)nn32)cc1OC (stereo not drawn)	0	1	2	8	47	-7	6	1.6	-2
COC(=O)[C@H](CC(C)C)N1Cc2cc(OC)cc(OC)c2-c2ccccc2S1(=O)=O	/	4	4	26	6	/	3	0.2	50*
CCc1ccc(OCc2nnc(SCC(=O)N3CCOCC3)o2)cc1	-3	3	-2	10	8	5	-1	-1.0	5
COc1ccc([C@H]2CC(=O)C=C(c3ccc(C(F)(F)F)c(C(F)(F)F)c3)C2)cc1OC	-4	7	-1	-12	26	-2	10	-1.3	-4
COc1ccc(OCC(=O)Nc2ccc(S(=O)(=O)Nc3nc(C)cc(C)n3)cc2)cc1	-3	-10	-3	11	14	-5	-3	-0.1	2
COc1ccc([N+](=O)[O-])cc1N(CC(=O)Nc1ccccc1C(=O)N1CCOCC1)S(C)(=O)=O	-2	5	-2	-22	12	0	-3	1.8	-10
CS(=O)(=O)Nc1nnc(SCC(=O)Nc2cccc([N+](=O)[O-])c2)s1	-3	7	0	7	-16	18	10	3.4	11
Clc1ccc2nc3ccccn3c2c1	2	-1	3	0	29	-10	9	0.6	7
CCOC(=O)c1cnc2c([N+](=O)[O-])cnn2c1C	-1	-4	-2	12	8	8	-11	-1.3	-1
Cc1noc(C)c1C(=O)NCc1ccco1	-5	-6	-1	11	0	13	2	1.6	15
O=C(Nc1ccccc1N1CCOCC1)C1CCN(S(=O)(=O)c2ccc(Cl)cc2)CC1	-3	3	-2	9	-4	14	14	-1.2	24
CC(=O)Nc1ccc(S(=O)(=O)NCC2CCC(C(=O)NCCc3ccccc3)CC2)cc1 (stereo not drawn)	0	6	1	14	-22	4	-4	-0.4	16
CCOC(=O)C1CN(S(=O)(=O)c2ccc(OC)cc2)c2cc(CC(=O)OC)ccc2O1 (stereo not drawn)	-5	8	-1	27	-10	-6	-5	0.4	13
CCOC(=O)N1CCN(C(=O)CN(C2CCCCC2)S(=O)(=O)c2ccc(Cl)cc2)CC1	-4	0	1	38	-2	18	22	-1.3	19
O=C(c1ccc([N+](=O)[O-])o1)N1CCc2ccccc21	6	-12	-5	65*	33	-12	67*	2.1	77*
O=C(Nc1ccc(Cl)cc1)NC1CCCCC1	1	-2	1	9	-129	14	-19	7.4	-20
CCC(CC)C(=O)NCCc1cc2c(OC)ccc(OC)c2[nH]c1=O	-2	4	-4	6	8	5	-1	2.1	6
O=C(c1ccsc1)N1CCCC(N2CCN(c3cccc(C(F)(F)F)c3)CC2)C1 (stereo not drawn)	1	-4	-4	19	32	17	4	3.1	25
CN(c1ccccc1)S(=O)(=O)c1cc(C(=O)N2CCN(c3ccccn3)CC2)ccc1Cl	-2	-6	-1	15	18	-4	-17	-2.0	4
Cc1ccnc(NC(=O)C2CC(=O)N(c3ccc4c(c3)OCCO4)C2)c1 (stereo not drawn)	0	2	-4	25	-112	-8	8	-1.3	21
CCN1CCN(C(=S)NC(=O)c2cccc(Br)c2)CC1	-3	-8	2	1	16	-2	-5	-1.1	0
Cc1cccc(N(C(=O)CNC(=O)c2cccs2)C(C(=O)NC2CCCC2)c2cccnc2)c1 (stereo not drawn)	1	3	-1	-2	-5	-22	-3	1.2	-4
COC(=O)Nc1ccc(S(=O)(=O)Nc2cnc3ccccc3n2)cc1	-3	-7	1	-11	19	-5	-11	-1.4	-8
CC(C)[C@H](NC(=O)c1ccccc1F)C(=O)OCCN1C(=O)c2ccccc2C1=O	-4	-3	-3	21	20	-1	-3	2.7	32
CCOc1ccc(NC(=O)CSc2nnnn2C2CC2)cc1S(=O)(=O)N1CCCC1	4	-12	-1	8	1	-8	7	-1.8	6
COc1ccc(NC(=O)c2ccco2)cc1NC(=O)c1ccccc1[N+](=O)[O-]	2	2	-6	-2	23	8	9	0.4	10
COC(=O)c1ccccc1Nc1ccccc1	-2	7	0	1	23	12	-10	-2.0	4
Cc1noc(C)c1CS(=O)(=O)Cc1ccc(Cl)cc1	-3	1	-3	4	-9	2	6	-0.3	0
O=C(c1ccc2c(c1)OCO2)N1CCC(Cc2ccccc2)CC1	4	-5	2	13	20	-18	14	1.4	24
Cc1ccc(C2=NN(CC(=O)NCc3cccnc3)C(=O)CC2)cc1	-1	/	1	1	-7	2	-14	3.4	2
COc1cc(OC)cc(C(=O)NCC(=O)NC(C)CCc2ccccc2)c1 (stereo not drawn)	2	0	2	-2	9	17	14	-0.6	16
CCCCn1c(=NC(=O)c2cccnc2)c(C#N)cc2c(=O)n3cccc(C)c3nc21	-4	7	0	-3	-8	10	-22	-2.1	5
CCCn1c(C)nc2cc(Cl)c(N3CCN(c4nc(-c5ccc(C)cc5)cs4)CC3)cc21	7	1	-2	18	21	10	0	1.6	-7
FC(F)(F)c1nc(SCc2ccccc2)n[nH]1	-2	0	-2	28	-8	18	23	-0.6	15
Cc1ccc(S(=O)(=O)N/N=C\c2ccc3c(c2)OCO3)cc1	-3	4	-1	3	8	1	3	2.4	26
CN(C)/C=N/C(=S)Nc1cc(Cl)cc(Cl)c1	-3	-14	-3	32	12	-7	27	0.4	3
Cc1[nH]c(C)c(S(=O)(=O)N2CCCCC2)c1C(=O)N1CCCCC1	-1	-15	-1	17	29	4	0	3.3	5
O=C(c1cccnc1)N1CCN(c2ccccc2Cl)CC1	-5	/	-6	-4	24	8	12	2.9	18
O=C(c1ccc(S(=O)(=O)N2CCCC2)cc1)N1CCN(S(=O)(=O)c2cccc(F)c2)CC1	-5	11	-2	3	-4	6	-10	-2.2	-3
O=C(CCn1c(=S)oc2ccccc21)N1CCCCC1	-2	-7	-1	16	9	-13	8	0.7	10
COCCCNC(=O)c1cc2c(=O)n3cccc(C)c3nc2n(C(C)C)c1=N	-2	1	0	8	-15	13	-8	-1.6	8
COc1ccnc(Oc2ccc(Cl)cc2)c1C#N	-4	1	2	20	10	-5	-3	4.9	13
CC1CCCC(NC(=O)C2CCC(CNc3c(N4CCCCC4)c(=O)c3=O)CC2)C1C (stereo not drawn)	-3	4	-2	13	13	7	-3	0.2	-4
Next results:
SMILES	APJ ag	CXCR6 inh	XBP1 UPR activ	tim10-1 inh	Mdm2-MdmX inh	APJ antagonist	TIM10 inh	UPR CHOP act	tim23-1 inh
COc1ccc(C(=O)Nc2ccc(S(=O)(=O)Nc3nccc(C)n3)cc2)cc1[N+](=O)[O-]	-4	2	-2	-9	25	12	-3	-2.1	-10
O=C(OCC(=O)c1c[nH]c2ccccc12)c1cc(Br)ccc1O	-5	-6	4	12	-20	-6	17	2.0	13
COC(=O)c1ccc(COc2ncnc3ccccc23)o1	-1	-1	-4	2	21	5	-5	-0.3	4
NC(Cc1ccccc1)C(=O)N1CCCCC1 (stereo not drawn)	-3	-4	1	19	21	9	-10	-0.2	13
COc1ccc(NC(=O)CC(C(=O)O)N2CCCCC2)cc1 (stereo not drawn)	2	0	-4	7	-5	-2	-1	-0.7	1
O=C(c1cc2cc(Cl)ccc2oc1=O)N1CCN(c2ccccn2)CC1	-2	-14	-4	32	6	3	12	-0.1	22
COc1ccc(-c2cc(C(F)(F)F)n3nc(C(=O)O)cc3n2)cc1OC	-5	1	-1	12	11	7	7	-0.7	13
Cc1c(Cl)cccc1NC(=O)CCC(=O)c1cccs1	1	3	-2	8	4	2	-2	3.1	10
COc1ccc(-c2ccccc2NC(=O)C2CCCN(Cc3ccco3)C2)cc1 (stereo not drawn)	-5	6	-4	15	28	0	10	0.7	13
CCc1nnc(NS(=O)(=O)c2ccc(NC(=O)C(c3ccccc3)c3ccccc3)cc2)s1	-1	-5	-3	5	16	4	16	-2.6	17
COc1ccc(OC)c(NC(=O)C(=O)/C=C(\O)c2cc(OC)ccc2OC)c1	6	6	1	22	29	-13	18	-0.2	-13
COc1cccc(C(=O)NC2CC3CCCC(C2)N3Cc2ccc(C)cc2)c1 (stereo not drawn)	2	5	-2	-7	-10	-7	-21	1.6	-6
O=C(O)CCSc1nc2ccc(Br)cc2[nH]1	-2	-9	-4	6	17	1	0	0.3	-2
COc1ccc(S(=O)(=O)Nc2cc(S(=O)(=O)N3CCOCC3)ccc2OC)cc1	-1	1	-1	-6	16	-2	1	-0.1	-12
C(=N\Nc1ccc2nncn2n1)/c1ccccn1	1	-3	-2	-10	44	10	12	-1.4	-12
Cc1ccc(CN2C(=O)CCC2C(=O)NC2CCCC2)cc1 (stereo not drawn)	-3	6	2	4	5	-10	-1	-2.2	8
Cc1ccc(-n2nnnc2SCC(=O)Nc2cccnc2Cl)cc1	-1	-7	-2	15	7	-3	-11	0.1	-10
COCCn1nnnc1C(c1ccc(C(F)(F)F)cc1)N1CCOCC1 (stereo not drawn)	-2	-6	0	6	22	9	3	-0.4	-3
CSc1nc2ccccc2n1Cc1cccc([N+](=O)[O-])c1	-6	24	0	17	18	33	18	-2.0	10
CCOCCCn1c(=NC(=O)c2cccs2)c(C#N)cc2c(=O)n3ccccc3nc21	-1	2	-3	0	-4	0	5	-0.2	-4
COc1cccc(-c2c(-c3cc(OC)cc(OC)c3)n(C)c3ccc(-c4cnc(N5CCOCC5)nc4)cc23)c1	-2	6	124*	4	71*	13	-6	104*	11
